BoNT A protease: BoNT A light chain protease inhibition | multiplex microsphere protease substrate cleavage, flow cytometry | inhibition, % at 10 µM | 0.17% of 360,000 active; also: plate controls were buffer without enzyme for full effect and enzyme alone for no effect
Yp Topo-I inh: Y. pestis Topo-I inhibition via cleavage products; Y. pestis Topo-I cleavage product accumulation, plate reader; activity, % at 10 µM; 0.064% of 360,000 active; AID 504884; in the data active = activity above about 50%, passing the limit was not always enough; inconclusive = no clear call, values can overlap the other calls; also: inactives centre near 2
FadD28 binding: blocks FadD28 binding to the bisubstrate probe; fluorescence polarization; inhibition, % at 12.5 µM; 0.22% of 360,000 active; in the data active = inhibition above about 8.5%, passing the limit was not always enough; inconclusive = no clear call, values can overlap the other calls
PrPC TRFRET: inhibitors of human cell surface prion protein PrPC; 0.43% of 370,000 active; inhibition, % at 13.8 µM; AID 720596; TR-FRET read-out; in the data active = inhibition above about 24%; also: 0% = median of the test wells and 100% = reference compound wells
TcdB inh: inhibitors of Clostridioides difficile toxin B glycohydrolase; 0.24% of 350,000 active; TcdB glycohydrolase enzymatic assay, plate reader; P18177; inhibition, % at 9.99 µM; in the data active = inhibition above about 10%
CCHFV vOTU inh: CCHFV vOTU protease inhibition. inhibition, % at 11.5 µM. 0.55% of 370,000 active. Pep-AMC fluorescence; in the data active = inhibition above about 30%; also: 0% = vehicle wells with enzyme and 100% = no enzyme wells
BoNT-F LC inh: blocks Botulinum neurotoxin F light chain protease; AID 588497; inhibition, % at 10 µM; 0.22% of 360,000 active; Multiplex microsphere protease cleavage assay, flow cytometry; in the data active = inhibition above about 35%, passing the limit was not always enough; inconclusive = no clear call, values can overlap the other calls; also: plate controls were buffer without enzyme for full effect and enzyme alone for no effect
Anthrax LF prot: inhibitors of Bacillus anthracis lethal factor protease | multiplex microsphere protease cleavage assay, LF | P15917 | inhibition, % at 10 µM | 0.12% of 360,000 active | AID 588501; also: plate controls were buffer without enzyme for full effect and enzyme alone for no effect
PfHsp40 yeast: restores yeast growth despite PfHsp40 toxicity | S. cerevisiae expressing PfHsp40, growth rescue, ATP luminescence | growth rescue, % at 12.5 µM | 0.68% of 340,000 active | AID 504582; in the data active = growth rescue above about 28%, passing the limit was not always enough; inconclusive = no clear call, values can overlap the other calls;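 also: yeast W303a lacking pdr1 and pdr3 grown in galactose medium; growth measured after three days at 30 °C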
* = called active by the depositor; ? = inconclusive; . = no result given. Rule as the data show it, unless noted: active = inhibition above about 30%; inconclusive = no clear call, values can overlap the other calls; inactive = below that. This is a random part of the collection; any-hit rate near 2.3%.

SMILES	BoNT A protease	Yp Topo-I inh	FadD28 binding	PrPC TRFRET	TcdB inh	CCHFV vOTU inh	BoNT-F LC inh	Anthrax LF prot	PfHsp40 yeast
O=c1c2ccccc2nc2ccc(NCc3cccs3)nn12	-1.0	2	-0.7	-2	1.6	-12	-5	-2	-0.2
Cc1ccc(CSc2nnc(-c3ccccn3)n2Cc2cccs2)cc1	-0.1	?	-0.5	11	1.9	8	-9	-1	.
Fc1ccc(NC2=NCCS2)cc1Cl	-0.5	1	-6.2	0	.	4	-15	-4	-1.0
Cc1ccc(-n2c(O)c(C=NC3CCCCC3N)c(=O)[nH]c2=O)cc1C (stereo not drawn)	.	5	-1.2	0	.	-8	.	.	-0.9
CCSc1ccccc1C(=O)NCc1ccc2c(c1)OCO2	-3.9	5	-0.7	3	.	-15	-9	-2	0.4
Cc1ccc(-c2nc(CS(=O)(=O)CC(=O)N3CC(C)CC(C)C3)c(C)o2)cc1 (stereo not drawn)	-0.9	20	-3.8	4	-2.1	6	-13	-6	2.1
N#CCO/N=C(\c1ccccc1)c1ccncc1	?	0	-1.2	-4	.	1	-2	-2	2.0
Nc1ccc2ncccc2c1N	1.5	-31	-4.8	1	.	-19	-4	-2	-0.2
O=C(c1ccccc1)C(CCc1ccccn1)CCc1ccccn1	-0.6	25	-2.1	-6	0.5	-8	-5	-3	3.1
CCOC(=O)N1CCC(NC(=O)c2ccc3c(Cl)c4c(nc3c2)CCCC4)CC1	-0.1	35	-4.4	-6	0.6	-5	-4	-16	-1.1
COC(=O)C(Cc1cccc(C)n1)(c1ccccc1)c1ccccc1	-0.3	15	-4.1	6	-0.8	1	-20	18	-0.8
CCOc1ccccc1CNC(=O)c1ccc(NC(=O)C2=CSCCO2)cc1	-1.2	3	-0.7	0	0.2	15	-2	0	2.4
NC(=S)NN=C1c2cc(S(=O)(=O)N3CCOCC3)ccc2-c2ccc(S(=O)(=O)N3CCOCC3)cc21	-0.8	9	-2.4	-41	.	19	-9	-2	-0.4
COC(=O)c1ccc(C2=NOC(C)(c3nnc(-c4cccc(Cl)c4)o3)C2)cc1 (stereo not drawn)	0.0	37	0.1	-1	.	-1	-9	-9	0.2
CC(C)OCCCn1c(=N)c(C(N)=S)cc2c(=O)n3ccccc3nc21	35*	-7	-5.8	-26	.	-110	-56	-52	-0.6
CNc1nc(-c2ccc(OC)cc2)c(-c2ccc(OC)cc2)s1	-1.2	1	1.8	1	2.2	-2	-3	-3	1.0
Cc1ccc(-c2c(C(=O)N/N=C/c3sccc3C)nnn2-c2nonc2N)cc1	-0.6	-10	-9.4	2	-2.5	15	8	-3	-0.4
Cc1ccc(/C=C/C(=O)N2CCN(S(=O)(=O)c3cccs3)CC2)o1	0.7	-6	-3.1	8	-0.1	1	7	-8	2.7
COc1ccc(CNc2cc(C)ccc2C)c(OC)c1OC	-0.3	15	-1.6	2	.	-1	-7	-3	0.8
COc1ccc(OC)c(S(=O)(=O)NCCC(C)C)c1	0.1	2	-3.5	6	9.7	-7	-2	2	-0.4
CN1CC(=O)N(C)c2nc(Br)n(C)c2C1=O	2.6	-2	0.3	-6	0.4	5	5	0	-2.1
COC(=O)[C@]1(CC(C)C)N[C@H](c2ccc(-c3ccc(F)cc3)cc2)[C@@H]2C(=O)N(C)C(=O)[C@@H]21	0.0	22	-11	-5	0.6	3	-4	4	3.3
Cn1ccs/c1=N\C(=O)Nc1ccccc1	-0.1	-9	-0.1	0	0.3	-2	7	2	0.7
O=C(N/N=C/c1ccc(O)cc1)c1[nH]c2ccc(Br)cc2c1-c1ccccc1	-0.5	11	-6.0	8	2.4	6	-3	-1	-1.6
CC(=O)NC(Cc1ccc(F)cc1)C(=O)NC1CCN(c2ncccc2[N+](=O)[O-])CC1 (stereo not drawn)	0.0	2	-0.4	-3	0.4	-12	1	-6	0.7
CCOP(=O)(OCC)C(NC(=O)c1ccc(C)cc1)C(Cl)(Cl)Cl (stereo not drawn)	-0.6	-3	-2.5	1	.	3	-7	-3	2.2
CCOC(=O)Cn1c(=O)oc2cc(S(=O)(=O)NC3CCCc4ccccc43)ccc21 (stereo not drawn)	0.0	4	-1.3	2	-1.8	-4	-4	3	-1.4
O=C(C(Cc1ccccc1)NS(=O)(=O)c1cccc2cccnc12)N1CCc2ccccc21 (stereo not drawn)	-1.6	1	1.0	0	1.2	-1	-13	-4	0.0
O=S(=O)(c1ccccc1)N1CCN(C2CCCCCCC2)CC1	-0.1	5	-3.1	4	.	8	-11	0	-0.9
Cc1c(C(=O)/C=C/c2ccccc2F)c2cc(O)ccc2n1C	0.1	10	0.4	2	-0.1	5	-4	2	.
CC(=O)NC(Cc1ccccc1F)C(=O)NC1CCN(S(=O)(=O)c2ccccc2)CC1 (stereo not drawn)	0.0	5	-1.0	0	0.9	-2	-5	-1	-0.6
C#CCOCCOCCOCCNc1nc(N2CCN(C(=O)C([C@@H](C)O)n3cc([C@@H](N)CCCCN)nn3)CC2)nc(N2CCN(C(=O)[C@H](CCCCN)n3cc([C@@H](N)[C@H](C)CC)nn3)CC2)n1 (stereo partly drawn)	-0.7	-31	-0.8	-5	0.5	0	-11	-4	0.6
CCOc1ccc(Nc2nc(N(C)c3ccccc3)nc(N)c2[N+](=O)[O-])cc1	-0.6	7	-0.4	-1	1.4	-8	-11	1	0.1
COCCCN(Cc1cc(OC)c(OC)c(OC)c1)C(=S)Nc1cccc(SC)c1	0.3	16	-0.8	10	5.8	10	-2	-3	.
Cc1ccc(N(C(=O)Cc2c[nH]c3ccccc23)C(C(=O)NC2CCCCC2)c2ccco2)cc1 (stereo not drawn)	0.6	4	-2.3	-2	.	2	3	-10	0.4
COc1ccc(C(=O)COC(=O)c2cc([N+](=O)[O-])ccc2N2CCOCC2)c(OC)c1	4.2	22	-9.0	-12	0.1	20	0	-2	4.4
O=C1c2ccccc2[C@@H]2C[C@H]3O[C@H]3CCN12	-0.5	9	-0.4	3	2.2	6	-7	-5	-1.4
O=C(COC(=O)/C=C/c1cccc(Br)c1)NCCc1ccccc1	3.0	1	-0.9	1	1.1	-1	10	-1	1.7
O=C(O)C1CCCCC1C(=O)Nc1ccc(S(=O)(=O)N2CCCC2)cc1 (stereo not drawn)	-0.1	4	-0.4	4	-2.7	-2	2	0	116*
O=C(NCC1CCCO1)c1ccc(Cn2c(=S)[nH]c3ccccc3c2=O)cc1 (stereo not drawn)	15	1	-2.2	6	-7.6	-2	-5	17	0.4
Cc1ccccc1OCC(=O)NCCC(=O)O	-1.2	3	-0.5	-5	.	-17	3	-5	5.0
CCOc1ncccc1C(=O)Nc1ccc(S(=O)(=O)Nc2nc(C)cc(C)n2)cc1	0.1	-2	-2.1	3	0.0	18	7	5	0.4
COc1ccc(CCNS(=O)(=O)c2c(C)[nH]c(C)c2C(=O)N2CCCCC2)cc1OC	0.3	-2	0.6	-1	0.5	1	1	0	0.8
O=C(N/N=C/c1cccc2ccccc12)C(=O)N1CCCC1	3.5	-11	-0.8	0	0.4	0	3	-3	-0.5
CCc1cc(OCCOCCN(C)C)ccc1Cl	1.9	-4	-1.5	-5	.	-3	26	0	-2.4
CCc1ccc(C(=O)NNc2ccc(Cl)cc2)cc1	?	0	-17	31*	-6.4	22	?	-5	7.8
c1ccc(C2=Nc3c(ccc4ccccc34)C(c3ccncc3)=NN2)cc1	-0.4	11	-2.1	-4	.	-14	1	2	2.3
c1cc2c3c(cccc3c1)NC1(CCCCC1)N2	2.8	-35	-2.8	1	0.6	30*	-113	-44	-1.9
O=C1NC(=O)N(Cc2ccco2)C(=O)/C1=C\c1cccn1CCOc1ccccc1	-0.5	-1	0.2	-7	0.4	-10	-5	-3	2.2
CC(=O)NC(NC(=S)Nc1cccc(Br)c1)C(Cl)(Cl)Cl (stereo not drawn)	-0.3	-2	-7.9	6	-0.3	-14	-1	3	3.5
N#Cc1ccc(-c2nc3ccc(Cl)cn3c2Cc2ccsc2)cc1	5.5	.	-2.2	3	0.8	1	-2	11	.
CC(=O)c1nn(-c2ccccc2)cc1C(=O)c1ccc(C)cc1	2.8	9	-1.7	-1	-0.4	-8	?	5	.
O=C(Nc1cccc(C(F)(F)F)c1)NC1CCCCC1	-0.8	-1	-2.5	14	.	7	3	2	1.2
OCC[C@H]1C[C@@H](O)[C@H](O)[C@@]2(Cc3ccccc3CCO2)O1	-0.1	3	-4.0	-5	0.4	-2	4	-5	2.8
CC(C)OC(=O)CSc1nnc(-c2ccccn2)n1C	-1.3	9	-0.8	4	.	-6	-6	-4	-1.5
CC(C)(C)N=C1NN=C(c2cc3ccccc3o2)CS1	3.1	0	-2.4	4	.	9	5	4	-0.4
COc1ccc(Nc2cc(=O)n(C3CCCCC3)c(=O)[nH]2)c(OC)c1	0.7	2	1.6	10	.	-1	4	-4	-0.9
CCOc1ccc(N(CC(=O)NC2CCCCC2)C(=O)CCCC(=O)Nc2ccccn2)cc1	1.7	-1	-0.6	4	0.1	-3	-5	0	0.6
CC1(C)CC(=O)C2=C(C1)Nc1cc(C(=O)c3ccccc3)ccc1NC2c1ccccn1 (stereo not drawn)	-0.3	-4	-2.2	1	1.5	-4	0	-1	1.3
COc1ccc(NC(=O)C(C)N2C(=O)C3CC=C(Cl)CC3C2=O)cc1 (stereo not drawn)	2.4	-3	0.5	6	1.5	13	2	-1	-1.3

Other structures:
SMILES	BoNT A protease	Yp Topo-I inh	FadD28 binding	PrPC TRFRET	TcdB inh	CCHFV vOTU inh	BoNT-F LC inh	Anthrax LF prot	PfHsp40 yeast
CCCCCC(=O)Nc1cc(S(=O)(=O)N2CCOCC2)ccc1N1CCCC1	-1.1	7	-2.5	9	-1.0	13	4	-1	0.3
c1ccc(Cc2nc3ccccc3[nH]2)cc1	-0.6	1	-1.5	-3	0.6	0	3	-4	-1.3
Nc1nnnn1/N=C/c1cccc(OCc2ccccc2Cl)c1	0.1	30	-1.7	-2	.	13	3	2	1.6
O=S(=O)(Nc1ccc2ccccc2c1)c1ccccc1	0.2	3	-0.9	0	.	-17	-4	2	3.4
Cc1cccc(Nc2nnc(SC3CCOC3=O)s2)c1C (stereo not drawn)	-2.3	-5	-1.3	5	1.7	-2	-15	-2	1.9
O=C(NN1C(=O)NC2(CCCCC2)C1=O)c1cc2ccccc2o1	1.9	-3	-0.9	4	0.6	6	-15	1	-1.2
COCOCCn1cc(CN2CCS(=O)(=O)N(Cc3ccc(-c4ccc(OC)nc4)cc3)C(C)C2=O)nn1 (stereo not drawn)	-0.4	-1	-2.9	-2	0.2	12	-4	-6	.
COc1ccc(CCCc2n[nH]c(=S)o2)c(C)c1	-0.9	1	-3.1	2	-0.3	-10	-6	0	0.1
CCOC(=O)N1CCN(C(=O)N2CCOCC2)CC1	-0.9	5	0.9	1	.	3	31	1	0.9
CCOc1ccc(C(=O)NCC(=O)Nc2ccncc2)cc1OCC	-6.1	-3	-1.2	-3	-1.6	-5	-15	-4	0.6
Fc1ccc(CSc2ccc3nnc(-c4cccs4)n3n2)cc1	0.9	8	-0.9	2	0.3	1	4	0	-0.8
CS(=O)(=O)N(CC(=O)N1CCc2ccccc2C1)Cc1ccccc1	0.3	18	-1.3	-1	0.5	-14	-2	-7	0.8

Assay outcomes (PubChem BioAssay)
